LDHA block – inhibitors of human lactate dehydrogenase A | 480,000 tested, 0.15% active | activity change, % (values are at about 110 or 230 µM) | purified LDHA, NADH/diaphorase-resazurin fluorescence; hits give low values | P00338; in the data active means activity change below about -30%; inconclusive means mostly about -25% to -30%;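 further: plate controls were DMSO wells for no effect and wells without enzyme for full effect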
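LDH5 2 nM; NADH 0.06 mM, pyruvate 0.2 mM; 200 mM Tris pH 7.4, EDTA, Tween-20; 5 min RT. Detection: diaphorase 0.133 mg/mL + resazurin 37 µM, fluorescence ex540/em590 at 0 and 20 min; normalized to enzyme-free and DMSO wells.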
Glioma ERSR ind – ER stress response induction in glioma. U87-MG GRP78 promoter luciferase reporter, 16 h. Potency, µM, without a hit: top-dose activation, actives largely listed as activators. 420,000 tested, 0.02% active. AID 602332; further: potency means the concentration at half of the fitted maximal effect; series mostly up to about 76 µM; % of control where 0% means no effect; nearly all actives have a fitted effect of over 35% in size
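Stably transfected U87-MG glioma cells carrying a GRP78-based luciferase sensor; 16 h compound incubation. Luminescence end-point read 10 min after Bright-Glo addition at room temperature.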
ERG Ets-DNA blk – ERG Ets/DNA interaction inhibition. P11308. fluorescence polarization, His-ERG Ets domain / labelled DNA. Potency, µM (titrated, usually from 76.9 µM), for inactives: top-dose FP activity, negative = inhibition, usual class: inhibitors. 370,000 tested, 0.028% active. AID 624246; active means well fitted inhibition curve with a large enough effect in the polarisation, with a control signal flat; inconclusive means small, poorly fitted or top-dose-only effect, or effect the other way, or a change in a side signal; inactive means no such curve, though single readings can be large or run the other way; the % refers to the polarisation;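 further: polarization taken with two DNA probes labelled with fluorescein and Texas red; potency means the concentration at half of the fitted maximal effect; % of control where 0% means no effect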
Target sequence (P11308 whole entry, looked up, the tested form may be a part): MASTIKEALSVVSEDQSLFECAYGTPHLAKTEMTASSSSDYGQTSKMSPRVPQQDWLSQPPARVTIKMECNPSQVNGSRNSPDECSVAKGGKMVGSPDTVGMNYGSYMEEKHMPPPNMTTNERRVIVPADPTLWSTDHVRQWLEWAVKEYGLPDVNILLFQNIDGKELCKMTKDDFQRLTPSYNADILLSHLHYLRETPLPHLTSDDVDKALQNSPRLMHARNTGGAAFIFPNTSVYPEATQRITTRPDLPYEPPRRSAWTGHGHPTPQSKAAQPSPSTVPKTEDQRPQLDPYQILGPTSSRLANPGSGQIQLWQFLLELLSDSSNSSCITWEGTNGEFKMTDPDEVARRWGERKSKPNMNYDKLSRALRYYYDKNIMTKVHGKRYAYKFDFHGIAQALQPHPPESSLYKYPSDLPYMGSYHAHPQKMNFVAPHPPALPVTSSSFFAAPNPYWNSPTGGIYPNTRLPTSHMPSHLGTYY
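His-tagged ERG Ets domain (1 uM in the protein solution; 300mM KCl, 50mM Tris-HCl, 1mM EDTA, 1mM DTT, pH 7.5) received compound, then a probe mix of 5 nM fluorescein-DNA and 100nM Texas-615-DNA. Fluorescence polarization was read for both dyes.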
D2 ag – agonists of human D2 dopamine receptor. P14416. HEK293 T-REx D2 cells, calcium flux agonist mode. activation, % at 2 µM. 340,000 tested, 0.53% active. AID 485358;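 active means activation over 3 SD above normal in the single-dose calcium agonist read, cut at about 30% in these data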; further: 0% is about no effect
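Tetracycline-induced HEK293 Trex cells with D2 receptor force-coupled to calcium signaling, plated overnight at 30 C and loaded with no-wash calcium dye. Calcium flux read kinetically for 180 s after compound addition; responses flag agonists.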
RGS4 inhibitor – human RGS4 inhibition; 390,000 tested, 0.039% active; Potency, µM (doses to about 114 µM), for the others: top-dose activity change, negative = inhibition, most hits filed as inhibitors; P49798; Transcreener GDP fluorescence polarization, RGS4-accelerated GTP hydrolysis; further: potency means the concentration at half of the fitted maximal effect; on the % scale 0 is the no-effect control and ±100 the full control effect; nearly all actives have a fitted effect of over 75% in size; some results filed as inactive show a strong effect at the top dose
Target sequence (P49798 whole entry, looked up): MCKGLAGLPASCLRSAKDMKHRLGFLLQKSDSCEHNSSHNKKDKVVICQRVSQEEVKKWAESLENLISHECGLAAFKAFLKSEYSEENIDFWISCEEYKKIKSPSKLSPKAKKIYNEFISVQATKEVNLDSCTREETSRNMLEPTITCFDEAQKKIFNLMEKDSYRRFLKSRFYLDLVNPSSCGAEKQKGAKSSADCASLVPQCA
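MLSMR compounds (23 nl, pin-transferred) preincubated 10 min at room temperature with a 500nM (2x) first reagent, then RGS4 at 900nM (2x) plus Transcreener GDP mix added; fluorescence polarization (620/688 nm) read before and after 90 min at 30 °C.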
D2 antagonist – D2 dopamine receptor (human) antagonism | inhibition, % at 10 µM | HEK293 TREx D2 cells, calcium flux, dopamine EC80 | P14416 | 340,000 tested, 2% active; in the data active means inhibition above about 30%; further: 0% is about no effect
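Antagonism is scored as inhibition of an EC80 dopamine-evoked calcium signal in a force-coupled, tetracycline-inducible HEK293 T-REx D2 line, with compound present 180 s before agonist.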
Vif-A3F inh – Vif-A3F binding inhibition; HeLa A3F-eYFP + Vif (tagged APOBEC3F with the HIV-1 protein that degrades it), YFP fluorescence increase; Potency, µM (highest dose often 46.1 µM), without a hit: top-dose activity, negative = active; 390,000 tested, 0.2% active; AID 602313; further: potency means the concentration at half of the fitted maximal effect; % of control where 0% means no effect; nearly all actives have a fitted effect of over 65% in size
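HeLa cells stably expressing A3F-eYFP plus Vif, plated and incubated overnight at 37 deg C, then exposed to compounds overnight at 37 deg C. Blocked degradation read as raised yellow fluorescence (Ex 488/Em 500-530).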
Vif-A3G inh – Vif-A3G binding inhibition. Q9HC16. HeLa A3G-eYFP + Vif (tagged APOBEC3G with the HIV-1 protein that degrades it), YFP fluorescence, overnight. Potency, µM (series often up to 46.1 µM), for the others: at the top dose activity, negative = active, usual class: inhibitors. 410,000 tested, 0.076% active;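 further: potency means the concentration at half of the fitted maximal effect; on the % scale 0 is the no-effect control and ±100 the full control effect; nearly all actives have a fitted effect of over 60% in size; hits raise eYFP signal because A3G escapes Vif-driven loss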
Target sequence (Q9HC16 whole entry, looked up): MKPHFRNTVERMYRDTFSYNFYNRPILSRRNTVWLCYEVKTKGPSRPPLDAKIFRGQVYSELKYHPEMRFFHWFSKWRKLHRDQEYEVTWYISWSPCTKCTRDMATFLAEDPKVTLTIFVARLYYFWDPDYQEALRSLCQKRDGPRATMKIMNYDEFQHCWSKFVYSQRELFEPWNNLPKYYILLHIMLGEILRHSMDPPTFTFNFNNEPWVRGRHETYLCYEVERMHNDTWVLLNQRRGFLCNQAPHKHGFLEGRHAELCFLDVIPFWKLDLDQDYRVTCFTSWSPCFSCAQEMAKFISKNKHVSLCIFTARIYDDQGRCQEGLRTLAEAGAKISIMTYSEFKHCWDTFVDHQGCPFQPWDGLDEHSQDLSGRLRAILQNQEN
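Read-out is eYFP fluorescence (Ex 488/Em 500-530) from Vif-expressing HeLa A3G-eYFP cells; more signal means A3G escaped Vif-mediated degradation. Cells plated overnight, compound pinned in, incubated overnight at 37 deg C.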
ALOX12 inh – ALOX12 (human) lipoxygenase inhibition; P18054; 580,000 tested, 1.1% active; Potency, µM (highest dose often 108 µM), without a hit: at the top dose activity change, negative = inhibition, hits mostly inhibitors; purified 12hLO, xylenol orange hydroperoxide absorbance; further: potency means the concentration at half of the fitted maximal effect; on the % scale 0 is the no-effect control and ±100 the full control effect
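Purified human 12hLO at 150 nM in 25 mM Hepes, 0.01% Triton X-100, pH 7.0, preincubated 15 min at room temperature with compound. Reaction started with 40 uM arachidonic acid, 30 min at room temperature. Hydroperoxide measured by Fe-xylenol orange, 573/405 nm absorbance ratio.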
The depositor's hits bear a star; [ ] = remark or other dose. Unless noted, the call rests on the fitted dose curve; in most records, active means well fitted curve in the direction sought with a large enough effect; inconclusive means small, poorly fitted or top-dose-only effect, or another doubt; inactive means no such curve, though single readings can be large; an effect the other way counts as inactive or inconclusive. These rows are one share of the data (hit frequency here may not be typical).

What do the screens show for `COc1ccc(/C=C/C(=O)Oc2cccc(/C=N/NC(=O)c3cccc(F)c3)c2)cc1`?
LDHA block: -2; Glioma ERSR ind: -7%; ERG Ets-DNA blk: 6%; D2 ag: -0.2; RGS4 inhibitor: -14%[11.4 µM]; D2 antagonist: -10; Vif-A3F inh: 2%; Vif-A3G inh: -1%; ALOX12 inh: 0%

What do the screens show for `COc1ccc(-c2cc(-c3cccs3)nc3sc(C#N)c(N)c23)cc1`?
LDHA block: -5; Glioma ERSR ind: -3%; D2 ag: -0.7; RGS4 inhibitor: -52%; D2 antagonist: -4; Vif-A3F inh: 11µM*; Vif-A3G inh: inconclusive; ALOX12 inh: -7%

How did CC(C)(C)OC(=O)N1CCN(C(=O)c2[nH]cnc2C(=O)Nc2ccc(Cl)cc2)CC1 do in these assays?
LDHA block: 4; Glioma ERSR ind: -2%; ERG Ets-DNA blk: -1%; RGS4 inhibitor: 1%; Vif-A3F inh: -7%; Vif-A3G inh: -2%; ALOX12 inh: -4%

Results for Cc1ccc(CN2C(=O)CCC2C(=O)NCCc2ccccc2)cc1 (configuration not stated) ?
LDHA block: -1; Glioma ERSR ind: -3%; ERG Ets-DNA blk: -11%; RGS4 inhibitor: 19%; Vif-A3F inh: 3%; Vif-A3G inh: 0%; ALOX12 inh: 0%

Results for Cn1c(NC(=O)c2ccccc2C(F)(F)F)cc(=O)n(C)c1=O ?
LDHA block: -3; Glioma ERSR ind: -2%; ERG Ets-DNA blk: 0%; D2 ag: 0.2; RGS4 inhibitor: -11%; D2 antagonist: -16; Vif-A3F inh: 2%; Vif-A3G inh: 1%; ALOX12 inh: 4%

Results for COc1ccc(C2CN=NC23CCc2ccccc2C3=O)cc1 (configuration not stated) ?
LDHA block: 4; Glioma ERSR ind: -1%; ERG Ets-DNA blk: 6%; D2 ag: -0.9; RGS4 inhibitor: -2%; D2 antagonist: -16; Vif-A3F inh: 0%; Vif-A3G inh: inconclusive; ALOX12 inh: -24%

What do the screens show for `O=C1OC(C(=O)Nc2ccccc2)Cc2ccccc21` (configuration not stated)?
LDHA block: -1; Glioma ERSR ind: -4%; ERG Ets-DNA blk: 12%; D2 ag: -0.1; RGS4 inhibitor: -3%; D2 antagonist: 22; Vif-A3F inh: -3%; Vif-A3G inh: -1%; ALOX12 inh: 0%

What do the screens show for `O=C(Nc1ccccc1)NC1CCN(Cc2nnnn2C2CCCCC2)CC1`?
LDHA block: -3; Glioma ERSR ind: 1%; ERG Ets-DNA blk: 0%; D2 ag: 0.2; RGS4 inhibitor: 25%; D2 antagonist: 5; Vif-A3F inh: -6%; Vif-A3G inh: 2%; ALOX12 inh: 3%

How did NC(CCc1ccccc1)c1csc(Nc2cnccn2)n1 (configuration not stated) do in these assays?
LDHA block: -9; Glioma ERSR ind: -4%; Vif-A3G inh: -17%; ALOX12 inh: 20%

How did CC(=NNC(=S)N1CCN(c2ccccn2)CC1)c1nccs1 do in these assays?
LDHA block: -2; Glioma ERSR ind: 3%; RGS4 inhibitor: inconclusive; Vif-A3F inh: 8%; Vif-A3G inh: -7%

What do the screens show for `Cn1ccnc1C1CCCCN1C(=O)c1cc(COc2ccc(F)cc2F)on1` (configuration not stated)?
LDHA block: -7; Glioma ERSR ind: -1%; ERG Ets-DNA blk: -5%; D2 ag: 0.2; RGS4 inhibitor: 6%; D2 antagonist: -8; Vif-A3F inh: -33%; Vif-A3G inh: 2%; ALOX12 inh: -23%

What do the screens show for `OCCCNc1cc(-c2ccnc(Nc3cccc(Cl)c3)n2)ccn1`?
LDHA block: -3; Glioma ERSR ind: -3%; ERG Ets-DNA blk: 1%; D2 ag: -1.2; RGS4 inhibitor: -11%; D2 antagonist: 0; Vif-A3F inh: -2%; Vif-A3G inh: -16%; ALOX12 inh: 5%

What do the screens show for `CN(CCc1ccccc1)C(=O)c1ccc(NC(=O)Cc2cccc(NC(=O)C3CCN(C(=O)C4CCCC4)CC3)c2)cc1`?
LDHA block: -8; Glioma ERSR ind: -2%; ERG Ets-DNA blk: -1%; RGS4 inhibitor: 21%; Vif-A3F inh: 7%; Vif-A3G inh: 1%; ALOX12 inh: 22%

How did COc1ccccc1C(=O)Nc1ccc(S(=O)(=O)Nc2cnc3ccccc3n2)cc1 do in these assays?
LDHA block: -6; Glioma ERSR ind: -4%; ERG Ets-DNA blk: 2%; D2 ag: 0.7; RGS4 inhibitor: 10%; D2 antagonist: 4; Vif-A3F inh: 2%; Vif-A3G inh: 0%; ALOX12 inh: inconclusive

How did Cc1nn(Cc2nc(-c3cccs3)no2)c(C)c1Br do in these assays?
LDHA block: -9; Glioma ERSR ind: -2%; ERG Ets-DNA blk: -7%; D2 ag: -0.3; RGS4 inhibitor: -9%; D2 antagonist: -4; Vif-A3F inh: -9%; Vif-A3G inh: -6%; ALOX12 inh: 155%[activator]

Results for NC(=O)C1(N2CCCCC2)CCN(C(=O)c2ccccc2)CC1 ?
LDHA block: -4; Glioma ERSR ind: 0%; ERG Ets-DNA blk: -27%; D2 ag: 0.6; RGS4 inhibitor: -8%; D2 antagonist: 22; Vif-A3F inh: 0%; Vif-A3G inh: 1%; ALOX12 inh: 14%

Results for COc1cccc(-c2nnc(NC(=O)c3ccc(S(=O)(=O)N4CC(C)OC(C)C4)cc3)o2)c1 (configuration not stated) ?
LDHA block: -1; Glioma ERSR ind: -6%; ERG Ets-DNA blk: -3%; D2 ag: 0.0; RGS4 inhibitor: 18%; D2 antagonist: -3; Vif-A3F inh: -2%; Vif-A3G inh: 5%; ALOX12 inh: -3%

How did CN(C)CCCNc1nc(N)c([N+](=O)[O-])c(NCc2ccccc2)n1 do in these assays?
LDHA block: -8; Glioma ERSR ind: -8%; ERG Ets-DNA blk: 10%; D2 ag: 0.8; RGS4 inhibitor: 10%; D2 antagonist: -17; Vif-A3F inh: -10%; Vif-A3G inh: -1%; ALOX12 inh: -7%

Results for CC(NC(=O)Cn1cccc1C(=O)c1ccccc1)c1ccccc1 (configuration not stated) ?
LDHA block: -2; Glioma ERSR ind: -1%; ERG Ets-DNA blk: -3%; D2 ag: -1.6; RGS4 inhibitor: 2%; D2 antagonist: 6; Vif-A3F inh: -1%; Vif-A3G inh: -8%; ALOX12 inh: -4%

Results for O=C(COC(=O)/C=C/c1ccc2c(c1)OCO2)NCc1ccc(F)cc1 ?
LDHA block: -3; Glioma ERSR ind: -4%; Vif-A3F inh: -8%; Vif-A3G inh: -11%; ALOX12 inh: 7%

Overlap with the part before: two entries, followed by the next part.
Results for CC(NC(=O)Cn1cccc1C(=O)c1ccccc1)c1ccccc1 (configuration not stated) ?
LDHA block: -2; Glioma ERSR ind: -1%; ERG Ets-DNA blk: -3%; D2 ag: -1.6; RGS4 inhibitor: 2%; D2 antagonist: 6; Vif-A3F inh: -1%; Vif-A3G inh: -8%; ALOX12 inh: -4%

Results for O=C(COC(=O)/C=C/c1ccc2c(c1)OCO2)NCc1ccc(F)cc1 ?
LDHA block: -3; Glioma ERSR ind: -4%; Vif-A3F inh: -8%; Vif-A3G inh: -11%; ALOX12 inh: 7%

Results for O=C(CCc1ccccc1)N[C@@H]1c2ccccc2CC[C@H]1OCc1ccccc1 ?
LDHA block: -9; Glioma ERSR ind: -5%; ERG Ets-DNA blk: 12%; RGS4 inhibitor: 11%; Vif-A3F inh: 2%; Vif-A3G inh: -9%; ALOX12 inh: 4%

How did CCCc1nnc(NC(=O)Nc2ccccc2OC)s1 do in these assays?
LDHA block: -9; Glioma ERSR ind: 9%; ERG Ets-DNA blk: -18%; D2 ag: -0.7; RGS4 inhibitor: 29%; D2 antagonist: -14; Vif-A3F inh: -5%; Vif-A3G inh: 1%; ALOX12 inh: -1%

How did COc1ccc(Cl)cc1NC(=O)c1cccnc1 do in these assays?
LDHA block: -8; Glioma ERSR ind: -4%; ERG Ets-DNA blk: 1%; D2 ag: 0.3; RGS4 inhibitor: 21%; D2 antagonist: -15; Vif-A3F inh: -3%; Vif-A3G inh: 2%; ALOX12 inh: 0%

What do the screens show for `O=C(Nc1cccc(O)c1)C1CC(c2cccc(Br)c2)=NO1` (configuration not stated)?
LDHA block: -5; Glioma ERSR ind: -2%; ERG Ets-DNA blk: -1%; D2 ag: -0.4; RGS4 inhibitor: 12%; D2 antagonist: -25; Vif-A3F inh: 2%; Vif-A3G inh: 0%; ALOX12 inh: 0%

Results for CCN(CC(=O)NCc1cccs1)C(=O)CCC(=O)c1ccc(C)cc1 ?
LDHA block: -2; Glioma ERSR ind: -1%; ERG Ets-DNA blk: 8%; D2 ag: 0.7; RGS4 inhibitor: 27%; D2 antagonist: -8; Vif-A3F inh: 3%; Vif-A3G inh: -1%; ALOX12 inh: 28µM*

What do the screens show for `COCCN(C(=O)COC(=O)c1ccc(C)o1)c1c(N)n(Cc2ccccc2)c(=O)[nH]c1=O`?
LDHA block: -5; Glioma ERSR ind: -3%; D2 ag: 0.5; RGS4 inhibitor: -5%; D2 antagonist: -22; Vif-A3F inh: 2%; Vif-A3G inh: -1%; ALOX12 inh: 0%

Results for COc1ccc(C(=O)NC2CC2)cc1OC1CCN(Cc2ccc(F)cc2Cl)CC1 ?
LDHA block: 4; Glioma ERSR ind: -3%; ERG Ets-DNA blk: 24%; RGS4 inhibitor: -33%; Vif-A3F inh: -9%; Vif-A3G inh: 2%; ALOX12 inh: 3%

Screening data from PubChem.
